Hsp90 Hop PPI – changes Hsp90-Hop TPR2A binding signal, up or down; AlphaScreen TPR2A-His6 binding biotin-Hsp90 C-terminal peptide; Potency, µM (doses to about 57 µM), without a hit: at the highest dose activity change, negative = inhibition; actives 0.44% (n = 71,000); AID 595; active = well fitted curve in either direction with a large enough effect; inconclusive = small, poorly fitted or top-dose-only effect, or another doubt; also: potency is read from the fitted curve at half-maximal effect; % is scaled to controls: 0 for no effect and ±100 for the full control effect; many of its hits are not listed in these tables
Ub-GFP proteasome – proteasome inhibitors stabilizing ubiquitin-GFP reporter | AID 526 | Ubiquitin-GFP reporter cells, proteasome inhibition, GFP fluorescence; response scale: untreated = 0%, 10 µM MG-132 = 100% | 67,000 tested, under 10 active | Potency, µM (doses to about 45.9 µM), without a hit: at the highest dose activation (GFP accumulation), hits mostly activators; active = well fitted activation curve with a large enough effect, not every such curve was filed as active; inconclusive = small, poorly fitted or top-dose-only effect, or another doubt; inactive = no such curve, though single readings can be large or run the other way; also: potency is read from the fitted curve at half-maximal effect
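Proteasome blockade was scored as a rise in GFP-expressing U2OS cells carrying a ubiquitin(G76V)-GFP construct, imaged after 4 hr compound treatment at 37 °C across a 46 uM–2.9 nM series.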
Luciferase inh – firefly luciferase inhibition; actives 2.2% (n = 72,000); Potency, µM (top dose mostly 57.1 µM), inactives show at the top dose activity change, negative = inhibition, most hits filed as inhibitors; P08659; purified firefly luciferase, luminescence, 8 min; also: potency is read from the fitted curve at half-maximal effect; % is scaled to controls: 0 for no effect and ±100 for the full control effect; nearly all actives have a fitted effect of over 40% in size
Target sequence (P08659 whole entry, looked up): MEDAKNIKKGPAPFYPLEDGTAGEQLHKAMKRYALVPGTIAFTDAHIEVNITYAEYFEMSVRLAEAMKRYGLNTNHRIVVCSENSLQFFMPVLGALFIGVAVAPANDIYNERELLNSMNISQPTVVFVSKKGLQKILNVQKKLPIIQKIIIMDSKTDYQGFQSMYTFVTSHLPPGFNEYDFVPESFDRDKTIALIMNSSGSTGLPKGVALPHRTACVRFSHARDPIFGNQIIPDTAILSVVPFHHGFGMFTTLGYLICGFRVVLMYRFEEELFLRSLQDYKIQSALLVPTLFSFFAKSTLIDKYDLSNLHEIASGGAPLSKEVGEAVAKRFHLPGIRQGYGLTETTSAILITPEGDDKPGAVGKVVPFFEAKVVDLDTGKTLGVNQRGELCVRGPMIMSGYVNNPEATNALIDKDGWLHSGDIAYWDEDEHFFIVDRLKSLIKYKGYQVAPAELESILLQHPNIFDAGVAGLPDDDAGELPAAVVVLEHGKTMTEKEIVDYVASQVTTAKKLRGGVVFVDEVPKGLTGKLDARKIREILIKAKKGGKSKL
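Here, luciferase activity is measured as luminescence following an 8 min room-temperature reaction at 10 uM ATP, pH 7.2. Every library sample is titrated.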
A350 fluor – compounds fluorescent in Alexa 350 spectral region; max dye-equivalent concentration, M; actives 11% (n = 59,000); Compound autofluorescence, 340/450 nm, Alexa 350 dye-equivalents; active compounds read high; AID 590; in the data active = max dye-equivalent concentration above about 10 nM; inconclusive = mostly about 1.1 nM to 9.6 nM
HBB splicing – alters splicing of the hemoglobin beta chain; HBB splicing reporter cell assay, activation; EGFP reporter with mutant IVS2-654 intron; response scale: normalised to 500 nM splice-correcting PNA; AID 925; actives 0.06% (n = 65,000); Potency, µM (titrated, usually from 46.1 µM), for the others: at the highest dose activation, hits mostly activators; also: potency is read from the fitted curve at half-maximal effect; 0% is about no effect
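Compounds were applied for 2 days to HeLa EGFP-654 cells, 500/well in Optimem with 2% FCS. The reporter's EGFP is disrupted by mis-splicing of beta-globin intron IVS2-654. Readout: summed well GFP fluorescence from 488 nm laser scanning; reference was 500 nM antisense […] 654 PNA.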
CRE-bla Fsk – modulators of forskolin-stimulated CRE signaling in CHO cells; CHO CRE-bla reporter (cAMP response element driving beta-lactamase), forskolin EC10, beta-lactamase ratio; Potency, µM (series often up to 38.2 µM), inactives show top-dose activity change, negative = inhibition, usual class: activators; actives 2.5% (n = 71,000); active = well fitted activation curve with a large enough effect in the signal ratio, with a control signal flat, not every such curve was filed as active; inconclusive = small, poorly fitted or top-dose-only effect, or effect the other way, or a change in a side signal; the % refers to the signal ratio; also: potency is read from the fitted curve at half-maximal effect; % of control where 0% means no effect
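AC50 values, positive or negative, reflect shifts in EC10 NKH 477-induced CRE-bla reporter activity in CHO cells. Incubation lasted 3 h at 37 °C before CCF4 substrate (2 h, room temperature) and ratiometric 460/530 nm reading.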
ERK AVP block – blocks ERK signaling stimulated by vasopressin. HEK293-V1b, vasopressin-stimulated pERK AlphaScreen. Potency, µM (series often up to 57.5 µM), inactives show at the highest dose activity, negative = inhibition, hits mostly inhibitors. actives 0.99% (n = 72,000); also: potency is read from the fitted curve at half-maximal effect; % is scaled to controls: 0 for no effect and ±100 for the full control effect; nearly all actives have a fitted effect of over 55% in size
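Phosphorylated ERK1/2 detected via AlphaScreen bead proximity in lysates of V1b-expressing HEK293 cells given 25 nM vasopressin for 5 min after 30 min compound exposure (37 °C). AC50 from Hill equation; basal DMSO 0%, vasopressin 100%.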
TexasRed autofl – Texas Red region autofluorescence. AID 587. actives 0.06% (n = 59,000). max dye-equivalent concentration, M. Compound fluorescence, Texas Red channel, 547/618 nm; active compounds read high; in the data active = max dye-equivalent concentration above about 10 nM; inconclusive = between about 1.1 nM and that limit
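Fluorescence at ex 547/em 618 nm, normalized against an on-plate Texas Red standard series to give dye-equivalent concentration per compound concentration. Buffer 100 mM Tris, pH 8.0; 15 min RT incubation before CCD imaging.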
Fluorescein fluor – compound autofluorescence in fluorescein spectral region; Compound autofluorescence, 480/540 nm, fluorescein-equivalent; active compounds read high; max fluorescein-equivalent concentration, M; actives 0.91% (n = 59,000); AID 593; in the data active = max fluorescein-equivalent concentration above about 10 nM; inconclusive = between about 1.1 nM and that limit
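Autofluorescence profiling; 100 mM Tris, pH 8.0; incubation 15 min at RT; ex/em 480/540 nm; result as fluorescein-equivalent concentration.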
Epigenetic mod – derepresses silenced GFP locus in mouse C127i cells; mouse C127i GFP locus derepression, cytometry, 30 h; Potency, µM (doses to about 46.1 µM), for the others: at the top dose GFP derepression (activation); actives 0.09% (n = 68,000); AID 597; also: % of control where 0% means no effect
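Derepression screen: silenced CMV-GFP reporter in murine C127i cells, 30 h compound incubation at 37 C, washed cells imaged by laser-scanning cytometer to enumerate GFP-expressing objects of 20 to 120 um.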
4MU fluor – compounds fluorescent in 4-MU spectral region. compound autofluorescence, 340/450 nm, 4-MU equivalents; active compounds read high. max dye-equivalent concentration, M. actives 11% (n = 59,000). AID 589; in the data active = max dye-equivalent concentration above about 10 nM; inconclusive = mostly about 1.1 nM to 9.6 nM
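Compounds in 100 mM Tris, pH 8.0, incubated 15 min at room temperature, then fluorescence read at 340 nm excitation/450 nm emission. Signal converted to 4-MU dye-equivalent concentration using an on-plate six-point 4-MU standard curve.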
Active calls of the source: *; i = inactive; ? = inconclusive; . = not tested or not shown; [ ] = dose if it differs, or a comment. Unless noted, calls follow the shape of the dose curve; as a rule, active = well fitted curve in the direction sought with a large enough effect; inconclusive = small, poorly fitted or top-dose-only effect, or another doubt; inactive = no such curve, though single readings can be large; an effect the other way counts as inactive or inconclusive. Some of the compounds tested; rates above refer to the full screens.

SMILES | Hsp90 Hop PPI | Ub-GFP proteasome | Luciferase inh | A350 fluor | HBB splicing | CRE-bla Fsk | ERK AVP block | TexasRed autofl | Fluorescein fluor | Epigenetic mod | 4MU fluor
COC(=O)COc1nsnc1N1CCOCC1 | -7% | -4% | -1% | i | 3.5%[57.5 µM] | ? | 2% | i | ? | 0% | i
O=C(O)c1cc(N=Cc2ccccc2O)cc(C(=O)O)c1 | -1%[11 µM] | 1%[9.17 µM] | 0%[11.4 µM] | i | 1.4%[9.22 µM] | 0%[7.6 µM] | 5%[11.5 µM] | i | ? | 0%[9.22 µM] | i
COc1ccc2c(=O)c(N3C(=O)c4ccccc4C3=O)coc2c1 | -2% | -3% | -13% | i | 1.4% | -4% | -13% | i | i | -3% | i
COc1ccccc1N1CCN(C(=O)c2ccc(CS(=O)(=O)c3ccccc3OC)o2)CC1 | -4% | 0% | 4% | i | -0.5%[1.84 µM] | 7% | -18% | i | i | -5% | i
COCCn1c(=O)c(C)nc2cnc(Oc3ccccc3)nc21 | -11% | 5% | 1%[11.4 µM] | i | 1.1% | ? | -11% | i | i | 0%[9.22 µM] | i
COc1ccccc1CNC(=O)c1ccc(NS(C)(=O)=O)cc1 | -6% | 0% | 1% | i | 2.8% | 9% | -21% | i | ? | 0% | i
Cc1cc(S(=O)(=O)N2CCN(c3ncccn3)CC2)ccc1-n1cnnn1 | -2% | 2% | 0% | i | -3.3% | 8% | 7% | ? | i | -5% | i
COc1ccccc1NC(=O)c1nnn(CC(=O)Nc2cccc(SC)c2)c1N | -5% | -8% | 2% | i | -1.9% | ? | 1% | i | i | -3% | i
CN(C)CCNC(=O)Cc1c(C(=O)O)n(C)c2ccccc12 | -2% | -2% | -1% | i | -0.7% | -4% | 11% | i | i | -2% | i
COc1ccc2cc(C(c3nnnn3C3CCCCC3)N3CCCCCC3)c3nnnn3c2c1 (stereo unspecified) | -5% | 0% | -28% | i | 2.6% | -1% | 2% | ? | i | -3% | i
Cc1cccc(-n2nnc(C(=O)NCc3ccccn3)c2N)c1 | 1% | 11% | 0% | i | -0.1% | 11% | 13% | i | ? | -1% | i
Cc1nc(NC(=O)CCCC(=O)Nc2nc(C)c(C)s2)sc1C | -5% | 1% | -2% | i | 0.0% | -1% | -16% | i | i | 4% | i
O=C(COc1ccc(Cl)cc1)Nc1nc(-c2cccs2)cs1 | 17% | -1% | -5% | i | 0.4%[57.5 µM] | 10% | 25µM* | ? | i | 4% | i
Cc1oc(-c2ccc(F)cc2)cc1-c1nn2c(-c3ccoc3C)nnc2s1 | -12% | . | 2% | i | -1.1%[0.369 µM] | ? | ? | i | ? | 2% | i
N#Cc1c(NC(=O)C(F)(F)F)sc2c3c(=O)c4ccccc4c(=O)c=3oc3ccccc3c12 | -6%[11 µM] | -6%[9.17 µM] | -1%[11.4 µM] | ? | 1.6%[9.22 µM] | ? | -1%[11.5 µM] | i | ? | 0%[9.22 µM] | i
O=C1c2ccccc2S(=O)(=O)N1CCOc1ccc(F)cc1 | 13% | 12% | -2% | i | -1.0% | -1% | 15% | i | i | 1% | i
COCC(=O)N1CCC2(CCCN(Cc3ccccc3)C2)CC1 | -2% | -7% | -2%[11.4 µM] | i | 0.8% | 0% | 9% | i | i | 0%[9.22 µM] | i
Cc1cccc(CCNC(=O)C2CCC(CNc3c(N4CCCC4)c(=O)c3=O)CC2)c1 (stereo unspecified) | -6% | 10% | 2% | . | -0.3% | -6% | -6% | . | . | -2% | .
CC(=O)N1CCc2cc(S(=O)(=O)NC(C(=O)Nc3ccc4c(c3)OCCO4)C(C)C)ccc21 (stereo unspecified) | 4% | 0% | -1% | i | -2.9% | 16% | -4% | i | ? | 2% | i
CC(=O)Nc1ccc(NC(=O)Cn2cc3c(n2)CCC(C)C3)cc1 (stereo unspecified) | -5% | 5% | 1% | i | 2.8% | ? | -7% | i | i | 1% | i
COc1ccc(NC(=O)c2cnc(C)cn2)cc1-n1cnnn1 | -1% | -3% | 0% | ? | 0.3%[57.5 µM] | 5% | 40µM* | i | ? | 3% | ?
CC(C)Nc1oc(Cc2cccc3ccccc23)nc1C#N | -12% | . | -2% | ? | -0.3%[0.369 µM] | ? | -5% | ? | ? | 2% | i
CCC(OC(=O)CCc1nc2ccccc2[nH]c1=O)C(=O)c1ccccc1 (stereo unspecified) | -2% | 0% | -1% | 3.2e-08M* | 0.5%[57.5 µM] | 13% | ? | i | i | 1% | 3.2e-08M*
COC(=O)c1cc(C)sc1NC(=O)CCCC(=O)O | -1% | -2% | 0% | i | -0.2% | 3% | -18% | i | i | 2% | i
CCOC(=O)N1CCN(C(=O)Cn2cc3c(n2)CCCC3)CC1 | -8% | 10% | 3% | i | -1.5% | ? | 0% | i | ? | -1% | i
COc1cc(NC(=O)c2ccc(C)cc2)c(OC)cc1NC(=O)CN1CCOCC1 | -8% | 1% | -18% | i | . | 11% | -3% | i | i | 5% | i
Cc1cc(NC(=O)Cn2nnc3sc4c(c3c2=O)CCCC4)no1 | -1% | -4% | 4% | ? | 1.8% | 8% | 5% | i | ? | -1% | ?
O=C(c1ccccc1)c1cccn1CC(=O)N1CCN(c2ccc(F)cc2)CC1 | -2% | 10% | -1% | i | -1.3% | ? | -2% | i | i | 1% | i
O=C(Nc1ccc2oc(-c3ccccc3Cl)nc2c1)c1ncn[nH]1 | ? | 2% | -11% | ? | -0.3% | 21% | -14% | i | ? | 0% | ?
O=C(Nc1ccc(C2CCCCC2)cc1)C1CCCN(c2ncccn2)C1 (stereo unspecified) | 1% | 2% | -2% | i | . | -5% | -11% | i | i | 0% | i
CCOC(=O)c1cc2c(=O)n3ccccc3nc2n(CCCOC)c1=NC(=O)C(C)(C)C | -1% | 9% | 0% | 1.9e-06M* | -1.1% | ? | 0% | i | i | -3% | 2e-06M*
COC(=O)N1CCC2(CC1)CCN(C(c1ccccc1)c1ccccc1)CC2 | -2% | -2% | 1%[11.4 µM] | i | -1.0% | -12% | 23% | i | i | 0%[9.22 µM] | i
COc1ccc(CN2CC(C(=O)NCCCN3CCN(C)CC3)CC2=O)cc1 (stereo unspecified) | 0% | -2% | 0% | ? | -1.6%[0.369 µM] | 2% | 12% | ? | i | 0% | i
CN(C(=O)C1CCCO1)c1nnc(-c2ccccn2)s1 (stereo unspecified) | -16% | 5% | -17% | ? | . | 9% | ? | i | i | 0% | i
COc1ccc(C2C(C#N)=C(N)SC(N)=C2C#N)cc1OC | . | . | -1%[25.5 µM] | 4.6e-07M* | . | . | . | i | ? | 8%[20.6 µM] | 4.3e-07M*
CCN1C(=O)C2(/C(=C(\O)c3ccc4c(c3)OCCO4)C(=O)C(=O)N2CCCOC)c2ccccc21 (stereo unspecified) | -4% | -2% | 1% | ? | 3.1%[57.5 µM] | -7% | -9% | ? | i | -2% | ?
Cc1cc(C(C)(C)C)c(O)c(C)c1CC1=NCCN1 | -1% | -1% | -1%[25.5 µM] | ? | -0.1%[20.6 µM] | -22% | 6% | i | ? | 0%[20.6 µM] | ?
CCCCc1c(O)nc(SCC(=O)N2CCOCC2)n(-c2ccccc2C)c1=O | 0% | 1% | 2% | ? | -3.6%[0.369 µM] | 7% | -6% | i | i | 22% | ?
CC(=O)c1ccc(Oc2cc(C)nc(-n3nc(C)cc3C)n2)cc1 | -9% | . | 1% | i | 5.6%[0.369 µM] | 7.9µM* | -21% | ? | ? | 4% | i
O=C(CSc1nnc(-c2ccccc2)c(-c2ccccc2)n1)N1CCOCC1 | . | . | 1%[25.5 µM] | i | . | . | . | i | i | -6%[20.6 µM] | i
CCOC(=O)C1CCN(c2ncnc3c2[nH]c2cccc(OC)c23)CC1 | -6% | 4% | -3% | 8.1e-07M* | 0.4%[57.5 µM] | ? | -21% | ? | ? | 4% | 6.1e-07M*
CCOC(=O)CCc1c(C)c2ccc(OCC(=O)OC(C)C)cc2oc1=O | -2% | 8% | 0% | ? | 1.8% | ? | -10% | ? | i | 6% | ?
COc1cc(C(=O)NC2=NCCS2)ccc1OCc1c(C)noc1C | 1% | 3% | -5% | i | -1.5%[57.5 µM] | ? | 1% | i | i | -1% | i
COc1cccc(-n2c(SCC(=O)NC3CCCCC3)nc3n[nH]c(C)c3c2=N)c1 | -1% | 8% | -13% | i | 1.5% | 5µM* | ? | i | i | 8% | i
COC(=O)c1[nH]c2ccc(C)cc2c1NC(=O)CN1CCC(C)CC1 | -1% | -14% | 1% | ? | 0.3%[1.84 µM] | 16% | 4% | ? | i | 0% | ?
